Source: PubChem BioAssay (several laboratories)
RAM network inh: yeast RAM network inhibition; AID 868; hit rate 1.8% among 190,000; inhibition, % at 50 µM; S. cerevisiae dse1pr::URA3 reporter, 5-FOA growth OD615, 2 d; analog-sensitive cbk1-as2 kinase mutant strain;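 active = inhibition above a set limit, 3 SD over mean compound inhibition, cut at about 8.4% in these data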;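 also: 0% = DMSO-only wells with no growth and 100% = 10 µM 1-NA-PP1 full growth; inhibition rescues growth on 5-FOA so higher OD means more RAM inhibition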
Hsp70 activator: Hsp70 transcriptional activation, primary screen; AID 1203; hit rate 0.04% among 200,000; activation, % at 10 µM; HeLa Hsp70 promoter luciferase reporter, luminescence; scaled: vehicle 0, proteasome-inhibitor control 100%;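 active = activation above the mean across all tested compounds plus 3 SD, cutoff set per campaign, cut at about 5.5% in these data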;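 also: 100% = MG132 at 30 µM as the positive control and 0% = DMSO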
Diaph inh CS: diaphorase inhibition or chemical oxidation counter-screen; hit rate 0.69% among 190,000; inhibition, % at 20 µM; diaphorase resazurin-to-resorufin fluorescence, NADH, 16 min; bacterial (C. kluyveri) enzyme, not human;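 active = primary screen inhibition at 20 µM above a set limit, cut at about 50% in these data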;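 also: plate controls were DMSO with full reaction for no effect and wells lacking NADH for full effect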
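System: Diaphorase enzyme from Clostridium kluyveri | Amount: Enzyme working solution with 0.14 U/mL diaphorase | Benchmarks: No-NADH positive control and DMSO neutral control | Signal: Fluorescence of resorufin formed from resazurin, Ex 544/Em 590 nm | Schedule: 16-min room-temperature incubation before reading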
G6PDH counter: counter-screen for G6PDH assay hits: L. mesenteroides G6PDH inhibition. Purified L. mesenteroides G6PDH, diaphorase/resazurin coupled fluorescence, 45 min. inhibition, % at 5 µM. hit rate 0.12% among 200,000. AID 1020
L major viab: inhibitors of Leishmania major promastigote growth; Leishmania major promastigotes, resazurin fluorescence viability; inhibition, % at 10 µM; hit rate 9% among 200,000;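 also: promastigotes grown with compound for 44 hours at 28 °C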
Diaph act CS: diaphorase activation or chemical reduction counter-screen. Diaphorase/resazurin coupled assay, resorufin fluorescence, 16 min; stronger effect = higher value; 1 = vehicle wells, 0 = NADH-free wells. activation factor at 20 µM. hit rate 0.005% among 190,000. AID 1229;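 active = diaphorase activity raised at least twofold by the compound at 20 µM; inactive = activation factor below 2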
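test system = bacterial diaphorase enzyme (C. kluyveri) | quantity = enzyme 0.07 U/mL final | reagent = NADH substrate 0.114 mM plus resazurin dye 0.1 mM, final | incubation = 16 min enzyme reaction, ambient temperature | buffer or medium = HEPES pH 7.4 buffer with MgCl2 and Tween 20 | signal = fluorescence of resorufin, 544 nm excitation, 590 nm emission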
S1P3 antagonist: S1P3 (human) receptor antagonism; hit rate 0.27% among 170,000; inhibition, % at 4.98 µM; Q99500; CHO S1P3 NFAT-BLA reporter, FRET fluorescence, antagonist mode;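 active = inhibition above the plate cutoff, the mean inhibition of test wells on that plate plus 3 SD, cut at about 28% in these data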;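 also: cells challenged with S1P at its EC80 of 0.8 µM; blue over green emission ratio from cleaved BLA substrate after 4 h stimulation; 0% = S1P-stimulated wells and 100% = unstimulated DMSO-only wells; some compounds past the cut are filed as inactive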
Target sequence (Q99500 whole entry, looked up): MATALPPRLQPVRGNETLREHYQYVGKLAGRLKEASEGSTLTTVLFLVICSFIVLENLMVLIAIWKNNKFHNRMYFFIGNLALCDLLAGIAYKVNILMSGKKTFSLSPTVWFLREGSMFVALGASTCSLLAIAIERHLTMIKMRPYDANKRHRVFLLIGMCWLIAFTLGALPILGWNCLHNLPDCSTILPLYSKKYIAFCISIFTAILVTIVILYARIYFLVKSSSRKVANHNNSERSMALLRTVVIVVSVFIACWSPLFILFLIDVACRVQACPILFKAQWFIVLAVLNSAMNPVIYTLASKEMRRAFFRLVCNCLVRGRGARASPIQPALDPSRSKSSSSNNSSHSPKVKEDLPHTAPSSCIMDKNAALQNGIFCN
PMI act: activators of human phosphomannose isomerase; activation factor at 20 µM; purified human PMI, coupled resazurin fluorescence, 20 min; stronger effect = higher value; 1 = vehicle control, 0 substrate-free wells; hit rate 0.005% among 190,000; P34949;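 active = activation factor of 2 or more at 20 µM, relative to plate controls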
Target sequence (P34949 whole entry, looked up): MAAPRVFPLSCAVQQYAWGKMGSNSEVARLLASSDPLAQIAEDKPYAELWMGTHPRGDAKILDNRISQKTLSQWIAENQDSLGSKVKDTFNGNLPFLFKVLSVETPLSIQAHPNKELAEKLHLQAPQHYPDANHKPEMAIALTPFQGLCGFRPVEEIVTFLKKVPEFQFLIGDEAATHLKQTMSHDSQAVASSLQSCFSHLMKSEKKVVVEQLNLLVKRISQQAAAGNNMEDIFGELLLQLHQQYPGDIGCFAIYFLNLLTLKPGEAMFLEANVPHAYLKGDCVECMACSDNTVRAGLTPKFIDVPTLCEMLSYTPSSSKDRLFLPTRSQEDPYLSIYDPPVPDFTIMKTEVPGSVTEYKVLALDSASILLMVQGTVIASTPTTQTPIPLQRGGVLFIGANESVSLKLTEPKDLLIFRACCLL
TLR4-MyD88 BLA: blocks binding of human TLR4 to MyD88; HeLa CL3-4 TLR4/MyD88 BLA complementation, FRET ratio; inhibition, % at 8.4 µM; hit rate 0.18% among 200,000; AID 861; in the data active = inhibition above about 25%;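 also: 0% = vehicle and 100% = reference inhibitor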
DTT redox prof: compounds producing H2O2 with reducing agent – biochemical, NIH compound library profiling, artefact control for MLSCN library redox annotation, primary screen; DTT-dependent redox cycling H2O2, phenol red/HRP absorbance; 100% = 100 µM peroxide control, 0% = buffer; activation, % at 10 µM; hit rate 0.03% among 200,000;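 active = activation of at least 50% relative to the plate's high and low controls in the primary single-dose screen; inactive = activation below 50%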;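 also: compound incubated with DTT at 0.8 mM final as the reducing agent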
PMI act hi M6P: PMI (human) activation, high substrate | hit rate 0.34% among 190,000 | activation factor at 20 µM | coupled PMI enzyme assay, resazurin fluorescence, 20 min; stronger effect = higher value; 1 = untreated enzyme, 0 = substrate-free blank | AID 1216;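 active = activation factor of 2 or more at 20 µM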
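Test system: human phosphomannose isomerase with PGI, G6PDH, diaphorase coupling enzymes; Amount: PMI at 15 ng/mL final; Reagent: Mannose-6-phosphate 1.0 mM (near-saturating) plus 0.22 mM NADP+; Timing: 20 min, room temperature; Technique: resorufin fluorescence at Ex 544/Em 590 nm; Dosing: 20 µM single dose.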
* hit, by the source's call; / = not tested or not shown. Rule as the data show it, unless noted: active = inhibition above about 50%; inactive = the rest. Rows were taken by chance, and some 12% of all compounds hit somewhere here.

SMILES	RAM network inh	Hsp70 activator	Diaph inh CS	G6PDH counter	L major viab	Diaph act CS	S1P3 antagonist	PMI act	TLR4-MyD88 BLA	DTT redox prof	PMI act hi M6P
O=C(N/N=C/c1ccccn1)c1cccs1	3.2	-0.1	2	18	77*	1	-6	0.9	2	-0.1	0.8
CCN(CC)C(=O)Cn1cc(SCC(=O)NCc2ccco2)c2ccccc21	0.9	-0.2	2	4	-6	1	-10	1	-9	-0.1	1.1
COc1ccc(C(=O)N2CCCN(C)CC2)cc1S(=O)(=O)N1CCCc2ccccc21	0.1	-0.1	-13	9	55*	1.1	-12	1.2	13	-2.3	1.1
Cc1sc2nc(SCC(=O)C(C)(C)C)n(Cc3ccco3)c(=O)c2c1C	2.9	0.1	22	7	37	0.8	/	0.8	1	2.1	0.9
COc1cccc(-c2cc(C(=O)Nc3cc(C)nn3-c3ccccc3)no2)c1	2.1	-0.2	4	3	-6	1	/	0.9	1	0.1	1
COc1ccc(CCNC(=O)C(CC(C)C)NC(N)=O)cc1 (stereo not drawn)	1.1	-0.4	0	8	-3	1	-21	1.1	-7	-0.1	1.1
O=C(Cn1[nH]c(=O)c2ccccc2c1=O)Nc1cccc(S(=O)(=O)N2CCCCCC2)c1	4.3	-0.3	10	6	9	0.9	9	1.1	-5	-0.9	1
COc1cccc(C2=CC(c3ccccc3)n3ncnc3N2)c1 (stereo not drawn)	1.2	-0.2	-2	11	1	1	/	1.2	10	-0.3	1.4
Cc1nc2ccc(Cl)cc2c(-c2ccccc2Cl)c1CC(=O)O	0.5	-0.1	8	-3	24	0.9	-9	1	-1	0.4	1
O=Nc1ccc(NOC(=O)c2ccccc2)cc1	2.3	-0.3	10	7	9	0.9	4	0.9	-3	-0.2	0.7
O=S(=O)(c1ccc(N2CC=C(c3ccccc3)CC2)nc1)N1CCCC1	1.5	-0.2	18	-4	2	0.8	/	0.9	1	-1.9	0.9
CC1CCN(S(=O)(=O)c2ccccc2[N+](=O)[O-])CC1	0.4	-0.2	10	6	-5	0.9	7	0.9	2	-0.1	1
CC1(C)C(=O)OC(c2ccco2)C(C)(C)C1=O (stereo not drawn)	1.2	-0.5	13	0	-3	0.9	/	0.9	2	0.1	0.8
O=C(O)/C=C/C(=O)NNC(=O)c1cc(-c2ccccc2)n[nH]1	0.4	-0.3	13	5	-5	0.9	-4	0.9	1	-0.8	0.9
Cn1c(=O)c2c(ncn2CC(=O)N/N=C/C(Br)=C/c2ccccc2)n(C)c1=O	-1.3	-0.1	19	-21	19	0.8	-11	0.9	11	0.1	0.9
O=C(c1cnc(N2CCN(c3ncccn3)CC2)c2ccccc12)N1CCN(c2ccccn2)CC1	0.5	0.2	23	3	1	0.8	-1	0.9	2	2.2	0.9
c1ccc(C2COC(c3cccs3)=N2)cc1 (stereo not drawn)	1.0	-0.2	18	2	-1	0.8	/	0.9	-4	1.2	0.9
Cn1c(Cn2c(=O)sc3ccccc32)nnc1SCC(=O)NCc1ccc2c(c1)OCO2	3.4	-0.4	-8	9	19	1.1	-3	1.1	3	-1.4	1.1
CS(=O)(=O)N(Cc1ccc(C(=O)NCCSCc2ccco2)cc1)c1ccccc1	12*	-0.1	11	3	23	0.9	/	0.9	13	0.1	1
Cc1ccc(/C=N\NC(=O)c2csnn2)cc1	0.9	0.4	-2	2	1	1	/	0.9	-5	-12	0.9
COc1ccc(NS(=O)(=O)c2cccc(C(=O)N/N=C/c3ccccn3)c2)cc1	2.3	0.1	6	11	5	0.9	-20	1	-3	-0.5	1
CCOC(=O)c1[nH]nc(-c2c(O)cc(C)cc2O)c1-c1csc(C)n1	-0.1	-0.4	4	4	4	1	-5	0.9	-18	0.3	1
Cc1nn2c(nc1=O)SCC(c1ccccc1)=N2	1.2	0.0	10	-6	-1	0.9	/	1	3	-0.1	1
CCC(C(=O)Nc1cc(C)on1)c1ccccc1 (stereo not drawn)	-0.5	-0.2	2	7	-2	1	/	1	4	0.0	1
COc1ccccc1C(=O)NNC(=O)c1ccc(F)cc1	4.5	-0.2	-1	3	-3	1	-31	1	-1	-0.5	1.1
Further compounds
SMILES	RAM network inh	Hsp70 activator	Diaph inh CS	G6PDH counter	L major viab	Diaph act CS	S1P3 antagonist	PMI act	TLR4-MyD88 BLA	DTT redox prof	PMI act hi M6P
COc1ccc(OC)c(-c2cc(C(=O)Nc3c(C)n(C)n(-c4ccccc4)c3=O)no2)c1	0.0	-0.3	14	-4	-1	0.9	-26	1	-8	-0.6	1
O=C(Nn1cnnc1)c1cc2c(s1)CCCCC2	-0.3	-0.3	19	-5	-2	0.8	-7	0.9	-3	0.9	1
Cc1nnc(SCc2cc([N+](=O)[O-])cc3c2OCOC3)n(N)c1=O	3.9	-0.3	12	-8	4	0.9	-17	1	-12	-0.1	1
COc1ccc(OCC(=O)Nc2ccc(N3CCOCC3)cc2)c([N+](=O)[O-])c1	3.7	0.3	-10	-1	-3	1.1	-10	1.1	-7	-0.2	1
O=C(NNC(=O)C1CCCO1)c1ccc(Br)cc1 (stereo not drawn)	0.1	0.0	11	6	-7	0.9	-11	1.1	10	-0.6	1.1
S=C1NCCNC(=S)NCCOCCOCCOCCN1	-0.6	0.1	1	2	6	1	-13	1.1	5	-0.4	1
O=C(COC(=O)CNC(=O)C1CCCCC1)Nc1ccc2c(c1)OCCO2	0.3	-0.1	2	13	-2	1	-12	1	-19	0.1	1
CCN(CC)S(=O)(=O)c1ccc(-c2nnc(SCC(=O)Nc3ccc(OC)c(OC)c3)o2)cc1	0.7	-0.3	0	6	-4	1	/	1.1	1	0.3	1.1
O=C(CN1C(=O)/C(=C/c2cccc(Br)c2)SC1=S)Nc1cccnc1	2.0	-0.1	-8	-2	-4	1.1	-18	1	-8	-1.1	1
COC(=O)c1ccc(C(=O)OC)c(NC(=O)COC(=O)C23CC4CC(CC(O)(C4)C2)C3)c1	1.8	-0.2	12	6	28	0.9	-3	1	3	0.1	1
CC(NC(=O)c1ccc(N)cc1)c1ccccc1 (stereo not drawn)	0.4	-0.5	11	4	-1	0.9	8	1.1	-11	5.3	1
O=C(N/N=C/c1c(Cl)cccc1Cl)c1ccccc1F	1.1	0.0	-7	8	8	1.1	-10	1.1	-2	-0.3	1
CC(C)(C)c1ccc(C(=O)Nc2ccc(C=C(C#N)C#N)cc2)cc1	3.7	-0.2	14	6	1	0.9	12	0.9	-10	-0.6	1
CCOc1ccccc1OCCNC1CCCC1	-0.8	0.1	13	0	-1	0.9	9	1	-4	0.4	1.1
Cc1ccc(C(O)P(=O)(OC2CCCCC2)OC2CCCCC2)cc1 (stereo not drawn)	-0.7	0.0	-2	11	89*	1	/	1	-8	0.2	1.1
COc1cccc(C2(O)CCN(C(=O)c3cccs3)CC2)c1	-0.3	-0.2	22	2	14	0.8	/	1	7	-0.7	0.9
c1ccc(-c2nnc(OCCN3CCOCC3)c3ccccc23)cc1	-1.1	-0.3	-8	9	83*	1.1	/	1	-8	0.3	1.1
CCOC(=O)c1c(NC(=O)CSc2cccc[n+]2[O-])sc(C(=O)Nc2ccccc2)c1C	0.3	0.3	16	0	2	0.8	0	1	6	-0.1	0.9
Cc1ccc2c(c1)[nH]c1c(N3CCN(Cc4ccc5c(c4)OCO5)CC3)ncnc12	/	/	23	11	/	0.8	37	0.9	/	/	0.9
CCN(CC)CCCNC(=S)N(Cc1cccs1)Cc1cc2cc3c(cc2[nH]c1=O)OCCO3	0.4	-0.1	6	1	12	0.9	-4	1	-3	-0.1	1
CCCCNC(=O)NC1(C(F)(F)F)Oc2ccccc2O1	0.5	-0.1	-3	-5	0	1	/	1	-9	0.2	1
CCOC(=O)c1ccc(-n2ccnc2)c(NC(=O)c2cccc(Br)c2)c1	1.1	-0.4	23	-12	8	0.8	-9	1	11	0.4	0.9
Cc1cccc2cc(COC(=O)C3CCCCC3)c(=O)[nH]c12	2.5	0.2	11	2	0	0.9	23	0.9	8	-1.3	1
COc1cc(NC(=O)C2CCCCC2)c(OC)cc1NC(=O)c1ccco1	4.6	-0.1	8	3	11	0.9	-16	0.8	9	2.0	1.1
Cc1cccc(Cn2c(CN3CCN(Cc4ccccc4)CC3)nc3c2c(=O)[nH]c(=O)n3C)c1	1.3	-0.4	9	-15	-2	0.9	-21	0.9	1	-1.5	1
COCCCNC(=O)C1CCC(CNS(=O)(=O)c2ccc(C)cc2)CC1 (stereo not drawn)	0.1	0.0	5	9	-1	1	-11	1	6	-2.2	1
Cc1ccc(CNC(=O)C(=O)NCCC2=CCCCC2)cc1	1.1	-0.2	-2	4	-5	1	3	1	11	0.0	1.1

Of the compounds above, these contain an NH in an aromatic ring.
SMILES	RAM network inh	Hsp70 activator	Diaph inh CS	G6PDH counter	L major viab	Diaph act CS	S1P3 antagonist	PMI act	TLR4-MyD88 BLA	DTT redox prof	PMI act hi M6P
O=C(Cn1[nH]c(=O)c2ccccc2c1=O)Nc1cccc(S(=O)(=O)N2CCCCCC2)c1	4.3	-0.3	10	6	9	0.9	9	1.1	-5	-0.9	1
O=C(O)/C=C/C(=O)NNC(=O)c1cc(-c2ccccc2)n[nH]1	0.4	-0.3	13	5	-5	0.9	-4	0.9	1	-0.8	0.9
CCOC(=O)c1[nH]nc(-c2c(O)cc(C)cc2O)c1-c1csc(C)n1	-0.1	-0.4	4	4	4	1	-5	0.9	-18	0.3	1
Cc1ccc2c(c1)[nH]c1c(N3CCN(Cc4ccc5c(c4)OCO5)CC3)ncnc12	/	/	23	11	/	0.8	37	0.9	/	/	0.9
CCN(CC)CCCNC(=S)N(Cc1cccs1)Cc1cc2cc3c(cc2[nH]c1=O)OCCO3	0.4	-0.1	6	1	12	0.9	-4	1	-3	-0.1	1
Cc1cccc2cc(COC(=O)C3CCCCC3)c(=O)[nH]c12	2.5	0.2	11	2	0	0.9	23	0.9	8	-1.3	1
Cc1cccc(Cn2c(CN3CCN(Cc4ccccc4)CC3)nc3c2c(=O)[nH]c(=O)n3C)c1	1.3	-0.4	9	-15	-2	0.9	-21	0.9	1	-1.5	1
